zfTRPN1 agonist: zebrafish TRPN1 (NompC) channel agonism; activation, % at 3 µM; HEK293 zebrafish TRPN1-YFP, Fluo-8 calcium fluorescence; 100% = response to 87 µM carbachol; actives 0.18% (n = 220,000);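 active = activation above its plate's cutoff, the mean activation of test wells on that plate plus 3 SD, cut at about 19% in these data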;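 also: 0% = DMSO alone and 100% = 87 µM carbachol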
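Assay system: Zebrafish TRPN1-YFP in HEK293 cells | Incubation: Dye loading 1 h at 37 °C, then 30 min room temperature | Measured by: Kinetic Fluo-8 fluorescence, ex 470-495, em 515-575 nm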
m-calpain inh: calpain II (pig) inhibition; purified calpain II, fluorogenic peptide substrate, 30 min; inhibition, % at 16 µM; actives 0.37% (n = 220,000);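 active = inhibition above about 50%, limit read from the data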
KCC2 mod: modulates chloride dependent transport by human KCC2; Q9H2X9; KCC2 cells, thallium flux FluoZin-2 fluorescence; B-score of Tl+ flux slope (higher = more flux/activation; lower = inhibition) at 10 µM; actives 2.2% (n = 190,000);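 active = thallium flux slope and its plate-corrected score both differing from the plate sample mean at a set confidence after two filtering rounds, in either direction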;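 also: slope of fluorescence scaled to starting intensity during 10 to 20 s after thallium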
EBV gp42 block: blocks Epstein-Barr virus glycoprotein 42 binding. Q1HVG2. Fluorescence polarization binding assay, mP read-out. inhibition, % (tested at 21.74 µM). actives 0.42% (n = 220,000). AID 1085; in the data active = inhibition above about 50%
Target sequence (Q1HVG2 whole entry, looked up): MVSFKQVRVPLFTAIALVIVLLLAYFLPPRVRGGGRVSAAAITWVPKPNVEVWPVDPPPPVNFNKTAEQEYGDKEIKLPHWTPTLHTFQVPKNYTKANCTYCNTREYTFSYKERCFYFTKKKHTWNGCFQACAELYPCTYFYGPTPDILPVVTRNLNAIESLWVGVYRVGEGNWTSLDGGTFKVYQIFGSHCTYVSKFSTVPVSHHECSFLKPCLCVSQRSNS
Furin inh: human furin inhibition | P09958 | purified furin, fluorogenic substrate cleavage | inhibition, % at 30 µM | actives 0.061% (n = 220,000); in the data active = inhibition above about 25%; also: inactives centre near -15
PPC-1+TRAIL kill: PPC-1 cancer cell killing with TRAIL present. PPC-1 cells + TRAIL, ATPLite viability luminescence. cell killing (% activity), % at 4 µM. actives 0.41% (n = 220,000);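 active = cell killing above 50% in the first pass at 4 µM, then a duplicate retest at 5 µM averaging 50% or more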;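 also: plate controls were cells with TRAIL plus DMSO for no effect and medium-only wells lacking cells for full effect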
TRPML3 agonist: activates the human TRPML3 channel; activation, % at 3 µM; AID 1448; actives 0.29% (n = 220,000); HEK293 TRPML3-YFP, Fluo-8 calcium fluorescence; 100% = the carbachol control signal;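 active = activation above its plate's cutoff, the mean activation of the plate's test wells plus 3 SD, cut at about 12% in these data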;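 also: 0% = DMSO only wells and 100% = carbachol wells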
Target sequence (Q8TDD5 whole entry, looked up): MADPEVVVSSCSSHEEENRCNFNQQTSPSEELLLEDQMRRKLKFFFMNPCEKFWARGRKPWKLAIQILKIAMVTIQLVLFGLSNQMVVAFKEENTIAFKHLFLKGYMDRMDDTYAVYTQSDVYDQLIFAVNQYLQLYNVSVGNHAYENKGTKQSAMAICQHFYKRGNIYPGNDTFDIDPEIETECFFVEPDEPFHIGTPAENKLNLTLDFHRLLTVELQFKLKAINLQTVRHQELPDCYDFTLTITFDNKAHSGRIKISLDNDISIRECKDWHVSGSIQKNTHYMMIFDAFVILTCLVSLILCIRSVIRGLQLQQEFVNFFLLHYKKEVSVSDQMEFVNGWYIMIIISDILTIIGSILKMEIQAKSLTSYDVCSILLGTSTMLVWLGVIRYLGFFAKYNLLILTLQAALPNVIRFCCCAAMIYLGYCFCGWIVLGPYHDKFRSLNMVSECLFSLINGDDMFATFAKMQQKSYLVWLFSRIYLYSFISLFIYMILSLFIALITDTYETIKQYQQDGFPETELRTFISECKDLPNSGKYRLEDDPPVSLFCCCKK
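Material: HEK293 cells stably carrying human TRPML3-YFP; compound dosing: single dose, 3 µM final nominal compound, 0.3% DMSO final; incubation: 1-h 37 °C dye load, 5-s basal, 120-s post-compound reads; technique: Fluo-8 intracellular calcium fluorescence, excitation 470-495 nm, emission 515-575 nm; read-out basis: percent activation from peak-to-basal fluorescence ratio, scaled between DMSO and carbachol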
TbHK1 inh: T. brucei hexokinase 1 inhibition; AID 1430; recombinant TbHK1, G6PDH-coupled NADH A340; actives 0.11% (n = 220,000); inhibition, % at 10 µM;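 active = inhibition of 50% or more in the single-dose primary screen; inactive = inhibition below 50%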
thrombin 1536: blocks human thrombin protease activity; P00734; alpha-thrombin, Boc-VPR-AMC fluorogenic substrate cleavage; inhibition, % at 5 µM; actives 0.26% (n = 220,000); AID 1046;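 active = inhibition at or above 40%; inactive = inhibition below 40%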;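 also: 0% = enzyme with no compound and 100% = wells without enzyme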
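System – human alpha-thrombin · Medium – pH 7.5 Tris (50 mM) with NaCl 150 mM, Tween 20 0.05% · Compound – single-point dosing at 5 µM, 0.2% DMSO · Incubation – enzyme reaction carried out at room temperature · Technique – fluorescence of released AMC, ex 355 nm, em 460 nm · Read-out basis – % inhibition of thrombin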
Active calls of the source: *; · = no result given; [ ] = dose if it differs, or a comment.

SMILES | zfTRPN1 agonist | m-calpain inh | KCC2 mod | EBV gp42 block | Furin inh | PPC-1+TRAIL kill | TRPML3 agonist | TbHK1 inh | thrombin 1536
O=C(O)C1CCc2sc3[nH]c(=S)n(-c4ccccc4)c(=O)c3c21 (stereo not drawn) | 0.5 | 0.2 | -0.0228 | -1.8 | -11.8 | 12.3 | 1.0 | -56.2 | -1.0
Cc1cnc(NC(=O)CSc2nnc(N)s2)s1 | 3.0 | -51.3 | 0.37 | -24.7 | -30.3 | -11.2 | 0.6 | 0.6 | -5.0
COc1ccc(-c2nc3n(n2)C(c2cccnc2)C(C(N)=O)=C(C)N3)cc1 (stereo not drawn) | 1.4 | 3.1 | 0.146 | 1.5 | -3.1 | · | 0.2 | 3.7 | 21.5
O=C(Nc1ccc(Cl)cn1)C1CCCN1S(=O)(=O)c1ccccc1 (stereo not drawn) | 0.4 | 8.6 | · | -5.4 | -18.5 | 10.4 | 1.1 | -5.0 | 6.8
Cc1cc(C)n2cc(CSc3ncccc3C(=O)O)nc2n1 | 0.7 | -495.0 | 1.08 | -3.3 | -0.6 | -1.4 | 1.7 | 0.0 | -3.1
Cc1ccccc1Cn1nc(C)c(NC(=O)c2nc3n(n2)C(C(F)F)CC(C)N3)c1C (stereo not drawn) | 0.4 | -8.6 | · | -5.1 | 2.5[20 µM] | -6.6 | 0.7 | -4.5 | -2.9
O=C(O)c1ccc2nc(CO)[nH]c2c1 | 0.2 | -40.9 | 1.1 | -15.5 | 2.4[20 µM] | -7.1 | 0.7 | -1.4 | -0.1
O=C(CN1C(=O)S/C(=C/c2cccs2)C1=O)N1CCOCC1 | -0.2 | 20.8 | -0.0481 | -16.2 | -4.3[20 µM] | -1.3 | 0.3 | -47.5 | 6.6
Cc1onc(-c2ccccc2Cl)c1-c1nc(-c2ccncc2)no1 | -0.3 | 9.6 | -2.19 | -4.1 | -10.0[20 µM] | 13.6 | 0.0 | -1.5 | 0.2
COC(=O)c1sc(NC(=S)NC(=O)c2cccc(C)c2)nc1C | 1.0 | 20.4 | 18.4* | 1.4 | -16.6 | 12.6 | 0.8 | 7.8 | -12.7
Nc1cccc(-c2cc3ccccc3oc2=O)c1 | -0.5 | -1.2 | -0.255 | -4.0 | -29.2 | -21.2 | -0.2 | -15.0 | 1.3
O=C(CSCCO)Nc1ccc(C23CC4CC(CC(C4)C2)C3)cc1 | 0.8 | -9.1 | 0.248 | -15.3 | -22.0[20 µM] | 15.6 | 0.0 | 4.2 | 4.8
CC(C)n1c(/N=C/c2c[nH]c3ccccc23)nc2ccccc21 | -0.2 | -15.7 | 0.828 | 2.5 | -1.5[20 µM] | -16.8 | -0.2 | -4.1 | 3.4
O=C(O)CNc1nc(Cl)ccc1[N+](=O)[O-] | 1.1 | 16.9 | · | -30.3 | -4.3[20 µM] | 9.2 | 0.3 | -2.6 | 6.1
COc1ccc(-c2nnc3ccc(SCc4ccccc4)nn23)cc1 | -0.2 | -6.3 | 1.12 | -8.3 | -3.7 | 17.2 | 0.5 | -1.9 | 0.9
CCN(c1ccc2c(c1)OCO2)S(=O)(=O)c1cc(Br)cc2c1N(C(C)=O)CC2 | 0.3 | 2.2 | · | 5.9 | -23.3 | 15.2 | -0.8 | -6.2 | -0.3
COc1ccc(-c2noc(CCC(=O)Nc3nc4ccccc4s3)n2)cc1 | 2.0 | 11.4 | · | -0.5 | -16.7[20 µM] | -8.3 | 0.3 | -12.2 | 1.8
CC1(C)CC(=O)C=C(N=CC2=C(O)CC(C)(C)CC2=O)C1 | 0.3 | -5.0 | 0.619 | -1.2 | -11.9[20 µM] | 0.7 | 0.1 | 3.2 | -1.6
CCN(CC)CCCNC(=O)N[C@@H](Cc1ccccc1)C(=O)O | 0.5 | -9.0 | · | -17.3 | -3.4 | 2.4 | 0.3 | 1.9 | -11.2
CCN(CC)S(=O)(=O)c1cccc(NC(=O)COC(=O)/C=C/c2ccco2)c1 | 1.8 | 10.0 | -1.01 | 3.4 | -5.2 | 25.4 | 0.7 | 17.8 | -3.4
O=S(=O)(c1ccc2ccccc2c1)N(CC1CO1)c1ccccc1 (stereo not drawn) | -1.5 | 21.5 | -1.98 | -12.3 | -0.3 | 4.7 | -0.9 | 4.7 | -0.4
Cc1cccc(C)c1N(CC(=O)Nc1cccc(N(C)S(C)(=O)=O)c1)S(C)(=O)=O | 1.2 | 10.6 | 0.739 | -1.6 | -21.1 | 21.5 | 0.8 | -3.3 | 0.6
O=C(CN1CCN(Cc2ccc(Cl)cc2)CC1)N/N=C/c1cccs1 | 2.9 | 5.5 | -0.055 | -9.2 | -17.9 | 1.3 | 1.3 | -8.4 | -8.6
Cc1cc(C(=O)COC(=O)CN(C)S(=O)(=O)c2ccc(Cl)cc2)c(C)n1Cc1cccs1 | -2.4 | 17.1 | -0.58 | -18.1 | -25.2 | -6.8 | -0.6 | -4.3 | -5.2
Cc1nn(-c2ccccc2)c(N2CCCC2)c1/C=N/O | -0.9 | -31.4 | -0.0318 | -0.2 | -22.8[20 µM] | -5.9 | -0.6 | -17.0 | 0.4
C/C(=N/NS(=O)(=O)c1ccccc1)c1ccc(Cl)cc1 | -1.2 | 27.6 | · | -1.0 | -22.8 | -6.1 | -0.1 | -0.5 | -1.3
CC1=NNC(=O)C1CC(=O)N/N=C(\C)c1cccs1 (stereo not drawn) | 1.5 | -22.1 | -0.129 | -16.5 | -39.4 | 21.4 | 0.6 | 0.9 | -11.4
O=Cc1ccc(N2CCCCC2)cc1 | 0.6 | 11.4 | 0.783 | -1.4 | -25.8 | 4.8 | 0.2 | -32.0 | -2.7
COc1cc(OC)cc(C(=O)Nc2nnc(-c3cccnc3)o2)c1 | -0.2 | 27.6 | -1.62 | -2.4 | -14.4 | -3.6 | 0.8 | -3.1 | 3.2
Cc1c(C=O)c2ccccc2n1CC(=O)NCc1ccccc1 | -0.2 | -4.8 | -0.211 | 0.5 | -16.9 | 7.4 | -0.1 | -1.5 | -0.6

4 entries already listed, arranged by their value in Furin inh, descending.
canonical_smiles | Furin inh
O=S(=O)(c1ccc2ccccc2c1)N(CC1CO1)c1ccccc1 (stereo not drawn) | -0.3
O=C(CN1CCN(Cc2ccc(Cl)cc2)CC1)N/N=C/c1cccs1 | -17.9
C/C(=N/NS(=O)(=O)c1ccccc1)c1ccc(Cl)cc1 | -22.8
O=Cc1ccc(N2CCCCC2)cc1 | -25.8

New compounds follow
SMILES | zfTRPN1 agonist | m-calpain inh | KCC2 mod | EBV gp42 block | Furin inh | PPC-1+TRAIL kill | TRPML3 agonist | TbHK1 inh | thrombin 1536
CCC(C)NC(=O)C1CCC(=O)N(c2cc(OC)c(OC)c(OC)c2)C1c1ccc(OC)cc1 (stereo not drawn) | -0.2 | 3.9 | -0.18 | -12.0 | -21.4[20 µM] | 22.4 | 0.6 | -3.0 | -0.6
CCO[C@@H]1OC(C(=O)N2CCN(Cc3ccc4c(c3)OCO4)CC2)=C[C@H](c2ccc3c(c2)OCO3)[C@H]1CCCO | 0.9 | 2.2 | 0.757 | -6.9 | -22.2 | 12.9 | 0.4 | -16.5 | 2.2
OC(CNCc1cccc(Cl)c1)c1ccccc1 (stereo not drawn) | -1.0 | 10.7 | 1.14 | -15.2 | -11.4 | 1.2 | 0.1 | 2.1 | -1.0
O=S(=O)(c1ccccc1Br)N1CCC(O)(c2cccnc2)CC1 | 1.4 | 23.8 | 0.0804 | -4.7 | -24.6 | -4.8 | 1.2 | 0.8 | -6.0
CC1Oc2ccccc2C=C1/C=N\NC(=O)c1cccnc1 (stereo not drawn) | -0.1 | -117.9 | -0.181 | -7.3 | -0.8 | -6.3 | 0.5 | -46.3 | -3.6
CC1CCCCC1NC(=O)c1ccc(CNc2c(N3CCCC3)c(=O)c2=O)cc1 (stereo not drawn) | 0.6 | 12.1 | -0.0348 | -9.2 | -23.4 | 3.0 | 0.6 | 4.9 | -1.9
Cc1nc(CNC(=O)c2cc(COc3c(F)cccc3F)on2)cs1 | -0.5 | -3.2 | -1.28 | -10.7 | -20.2 | 16.4 | 0.4 | -0.6 | 0.9
CCOCC(=O)Nc1ccc([N+](=O)[O-])cc1Cl | -0.1 | -11.2 | · | -8.7 | -15.3 | 14.5 | 0.1 | -15.1 | -4.0
O=C(NN1C(=O)C2CC=C(Cl)CC2C1=O)c1ccncc1 (stereo not drawn) | -0.1 | -27.2 | -0.683 | -7.0 | -22.2 | 9.1 | -0.3 | 25.4 | -6.0
CC(C)(C)OC(=O)NNC(=S)NCc1ccc(Cl)cc1 | 0.1 | 11.4 | 0.701 | -3.0 | -14.4 | 1.4 | 0.3 | -5.8 | 1.5
CC1CCC2(CC1)NC(=O)N(CC(=O)Nc1ccccc1-c1ccccc1)C2=O (stereo not drawn) | 1.7 | -6.6 | -0.448 | -22.1 | -30.2 | -16.6 | -0.2 | -0.4 | -5.5
Cc1cc(S(=O)(=O)N2CCN(c3ccccc3C)CC2)ccc1F | -1.5 | -1.3 | · | -19.0 | -5.4[20 µM] | 9.4 | 1.6 | 14.1 | -2.6
COc1ccc(-n2c(SCC(=O)N/N=C/c3ccccc3OCC(=O)O)nc3ccccc3c2=O)cc1 | 1.0 | 7.6 | -0.476 | 1.9 | -17.8 | 16.2 | 0.6 | -19.1 | -6.7
Cc1nn(CC(=O)N(C)Cc2ccc(F)cc2)c(C)c1[N+](=O)[O-] | 1.2 | 0.2 | -0.139 | -19.7 | -15.7 | 14.1 | 0.2 | -3.5 | -3.4
S=c1nc(-c2ccccc2Br)[nH][nH]1 | 0.6 | -10.1 | 1.42 | -21.6 | -23.6[20 µM] | 3.8 | 0.8 | 2.2 | 5.3
Cc1ccc(C(=O)Nc2cccc([N+](=O)[O-])c2)cc1S(=O)(=O)Nc1ccc(NC(=O)c2ccccc2)cc1 | 0.9 | -70.5 | 0.0589 | -16.6 | -5.1 | 11.7 | 0.4 | -0.8 | -4.4
Fc1ccc(NCc2nnc(SCc3nnc(-c4ccccc4)o3)n2CC2CCCO2)cc1 (stereo not drawn) | 0.6 | -4.4 | 0.369 | -20.5 | -14.4[20 µM] | 2.3 | -0.1 | 0.1 | -6.2
Cc1cc(C)n2nc(/C(C#N)=C/c3ccccn3)c(C#N)c2n1 | 0.6 | -78.9 | 0.372 | -6.4 | -7.8 | 0.8 | 0.7 | -27.2 | -5.9
Cc1ccc(CNC(=O)c2ccc(Br)o2)cc1 | 0.0 | 43.2 | · | -32.8 | -17.5 | 10.7 | -0.2 | 28.9 | -1.5
CCOC(=O)COc1ccc(S(=O)(=O)Nc2ccc3c(c2)OCO3)cc1 | 2.6 | 2.2 | 0.259 | -18.4 | 0.2[20 µM] | 19.6 | 1.2 | 1.7 | 5.5
CCC(=O)c1ccc(OCc2ccc(C(=O)c3ccccc3)cc2)cc1 | 5.5 | 14.2 | 1.79 | 10.1 | -22.1 | 12.1 | 1.5 | -0.1 | -4.1

Retrieved by compound from the entries so far (2):
SMILES | zfTRPN1 agonist | m-calpain inh | KCC2 mod | EBV gp42 block | Furin inh | PPC-1+TRAIL kill | TRPML3 agonist | TbHK1 inh | thrombin 1536
Cc1ccc(C(=O)Nc2cccc([N+](=O)[O-])c2)cc1S(=O)(=O)Nc1ccc(NC(=O)c2ccccc2)cc1 | 0.9 | -70.5 | 0.0589 | -16.6 | -5.1 | 11.7 | 0.4 | -0.8 | -4.4
S=c1nc(-c2ccccc2Br)[nH][nH]1 | 0.6 | -10.1 | 1.42 | -21.6 | -23.6[20 µM] | 3.8 | 0.8 | 2.2 | 5.3

An unsorted share of the library. Share with any hit: about 3.6%.
